# Screening results as filed in PubChem BioAssay.
# RPL19A TOR yeast: alters RPL19A-GFP fluorescence in TOR pathway yeast screen; S. cerevisiae RPL19A-GFP strain, flow cytometry, 3 h; active compounds read low; percent response vs DMSO, % at 10 µM; actives 0.3% (n = 330,000);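 active = percent response vs DMSO below 50%; inconclusive = fewer than 70 events counted for the yeast strain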;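 note: median channel GFP fluorescence of the barcoded RPL19A-GFP strain; ratio of sample median GFP to plate DMSO average so 100% = DMSO; lower means less RPL19A-GFP as with rapamycin TOR inhibition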
# VLA-4 inh: inhibition in a human VLA-4 binding assay. P13612. VLA-4 expressing cells, ligand binding flow cytometry. inhibition, % (about 7 µM as worked out from the volumes in the protocol). actives 0.2% (n = 330,000); in the data active = inhibition above about 50%
# Target sequence (P13612 whole entry, looked up): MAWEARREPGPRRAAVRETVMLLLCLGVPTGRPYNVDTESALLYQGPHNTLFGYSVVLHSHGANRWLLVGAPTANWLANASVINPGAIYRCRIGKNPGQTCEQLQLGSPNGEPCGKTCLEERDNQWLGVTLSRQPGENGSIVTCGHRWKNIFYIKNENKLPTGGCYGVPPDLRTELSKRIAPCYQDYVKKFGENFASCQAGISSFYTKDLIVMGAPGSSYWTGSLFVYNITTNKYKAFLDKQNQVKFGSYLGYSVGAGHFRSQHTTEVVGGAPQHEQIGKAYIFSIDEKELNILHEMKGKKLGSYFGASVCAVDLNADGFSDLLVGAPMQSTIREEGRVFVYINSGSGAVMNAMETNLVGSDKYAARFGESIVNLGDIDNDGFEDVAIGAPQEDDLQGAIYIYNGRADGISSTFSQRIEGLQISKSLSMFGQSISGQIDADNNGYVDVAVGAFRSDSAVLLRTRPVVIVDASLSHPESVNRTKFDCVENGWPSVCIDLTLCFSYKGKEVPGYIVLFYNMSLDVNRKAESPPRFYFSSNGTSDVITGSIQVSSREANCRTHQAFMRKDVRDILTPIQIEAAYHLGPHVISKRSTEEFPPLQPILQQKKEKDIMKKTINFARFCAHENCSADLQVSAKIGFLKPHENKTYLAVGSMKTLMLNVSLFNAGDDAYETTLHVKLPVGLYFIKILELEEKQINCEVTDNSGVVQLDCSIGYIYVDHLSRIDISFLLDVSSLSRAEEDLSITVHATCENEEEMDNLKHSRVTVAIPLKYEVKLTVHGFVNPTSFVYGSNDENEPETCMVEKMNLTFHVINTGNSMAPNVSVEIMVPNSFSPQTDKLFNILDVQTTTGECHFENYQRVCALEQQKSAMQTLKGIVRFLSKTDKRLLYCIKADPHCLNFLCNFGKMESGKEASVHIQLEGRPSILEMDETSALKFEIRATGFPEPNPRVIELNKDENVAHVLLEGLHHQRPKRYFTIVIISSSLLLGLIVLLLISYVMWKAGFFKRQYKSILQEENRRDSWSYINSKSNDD
# CIT2 TOR yeast: modulators of TOR pathway CIT2-GFP in S. cerevisiae; S. cerevisiae CIT2-GFP strain, flow cytometry, 3 h; 100 means same as DMSO wells; AID 2029; GFP response vs DMSO, % at 10 µM; actives 0.065% (n = 320,000);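 active = GFP response relative to DMSO above a set limit, near the screen mean plus 3 SD, cut at about 150% in these data; inconclusive = Fewer than 70 cells measured for a yeast strain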;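 note: ratio of well median GFP fluorescence to mean of DMSO wells on the plate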
# AGP1-GFP MLPCN: alters AGP1-GFP fluorescence in TOR pathway yeast screen. S. cerevisiae AGP1-GFP multiplex flow cytometry, 3 h; GFP as percent of DMSO wells. GFP response vs DMSO, % at 10 µM. actives 0.02% (n = 320,000). AID 2066;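 active = GFP response relative to DMSO above a set limit, near screen average plus 3 SD, cut at about 150% in these data; inconclusive = fewer than 70 cells counted for the yeast strain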;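 note: median GFP channel fluorescence of the gated AGP1 strain per well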
# LAP4 TOR yeast: alters LAP4-GFP fluorescence in TOR pathway yeast screen | S. cerevisiae LAP4-GFP multiplex, flow cytometry GFP, 3 h; median GFP as percent of DMSO wells | GFP response vs DMSO, % at 10 µM | actives 0.34% (n = 320,000) | AID 2023;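 active = GFP response vs DMSO above a set limit, about the screen mean plus 3 SD, cut at about 150% in these data; inconclusive = under 70 cell events counted for the yeast strain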
# GRK2 aptamer HTS: blocks RNA aptamer binding to human GRK2; actives 0.59% (n = 330,000); P25098; AID 488847; bead flow cytometry, FAM-aptamer displacement from GRK2; inhibition of aptamer binding, % at 10 µM;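 active = inhibition of aptamer binding above 40%, roughly 3 SD of noise, on plates passing a quality check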;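 note: median bead fluorescence of bound FAM aptamer so fluorescent compounds give negative values; no value below 0 was filed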
# GASC-1 inh: blocks human GASC-1 demethylase activity. Q9H3R0. actives 0.069% (n = 330,000). inhibition, % at 2.35 µM. GST-JMJD2C(1-420) H3K9me3 demethylation, DELFIA europium. AID 2099;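 active = more than half of a compound's replicate wells show inhibition beyond 50%, single wells judged on their own value; inconclusive = some, but no more than half, of replicates pass 50% inhibition; inactive = no replicate passes 50% inhibition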;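 note: signal counts dimethyl H3K9 product captured on neutravidin plate; 0% = median of DMSO wells and 100% = 0.3 times that DMSO median; strong numbers were not always called active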
# MEP2-GFP yeast: yeast TOR pathway MEP2-GFP modulation; AID 2016; GFP response vs DMSO, % at 10 µM; actives 0.51% (n = 330,000); S. cerevisiae MEP2-GFP strain, flow cytometry GFP, 3 h; 100% = DMSO control level;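 active = GFP response versus DMSO above a set limit, roughly screen mean plus 3 SD, cut at about 180% in these data; inconclusive = fewer than 70 cells counted for a yeast strain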;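 note: median GFP fluorescence of the barcode-gated MEP2-GFP cells per well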
# Starred values were filed as active, the others as inactive; ? = inconclusive; . = not tested or not shown; [ ] = remark or other dose. Random draw from the library, and some 1.7% of all compounds hit somewhere here.
structure,RPL19A TOR yeast,VLA-4 inh,CIT2 TOR yeast,AGP1-GFP MLPCN,LAP4 TOR yeast,GRK2 aptamer HTS,GASC-1 inh,MEP2-GFP yeast
CC1CN(c2ncnc3c2c(-c2ccccc2)cn3-c2ccc(F)cc2)CC(C)O1 (stereo not drawn),93,2,83,88,104,0,5,93
COc1ccccc1C(=O)Nc1ccnn1C1CCN(C(=O)c2cnsn2)CC1,96,4,93,88,98,0,2,106
Cc1cccc(C(=O)NNC(=O)c2csc(N3CCOCC3)n2)c1C,95,14,98,105,102,6,-5,99
COc1ccc(OC)c(S(=O)(=O)Nc2ccc(Oc3ccccc3)cc2)c1,96,25,85,98,107,0,-4,94
CCn1ncc(Br)c1C(=O)Nc1ccc(F)c([N+](=O)[O-])c1,106,16,94,101,96,3,5,105
Cc1c(NC(=O)CSc2ccc(Cl)cc2)cccc1-c1nc2cc(Cl)ccc2o1,102,4,107,102,97,3,3,108
C=CCNC(=S)Nc1ccc(Cl)c(S(=O)(=O)N2CCOCC2)c1,97,-7,90,98,112,0,-10,97
CCOC(=O)Nc1ccc2c(c1)nc(CN1CCCCC1)n2C,93,0,93,99,101,3,-1,105
CC(=O)Nc1ccc(OC(=O)c2cc([N+](=O)[O-])ccc2Cl)cc1,103,-7,105,108,120,0,-1,107
Fc1ccc(CSc2nc3ccccc3[nH]2)cc1,97,5,96,95,114,0,3,97
Clc1ccc(CSc2ncnc3nc[nH]c23)cc1,103,1,103,108,104,4,-11,104
COc1ccc(OC)c(S(=O)(=O)NC2CCSc3ccccc32)c1 (stereo not drawn),106,-2,101,105,100,2,1,103
CN(C(=O)CN1C(=O)NC2(CCc3ccccc32)C1=O)C1CCCCC1 (stereo not drawn),101,-6,106,102,93,1,-5,99
COc1cccc(C2C(C#N)=C(N)Oc3cc(C)n(Cc4ccccn4)c(=O)c32)c1OC (stereo not drawn),93,-12,100,79,100,0,-5,104
Cc1[nH]nc(C(F)(F)F)c1CCC(=O)NC1CCCCCC1,97,2,80,74,97,0,-2,103
CCN(CC)S(=O)(=O)c1ccc(NC=C(C#N)C#N)cc1,101,-1,103,104,103,1,-1,100
CC(=O)[C@@H]1[C@@H]2C(=O)N(c3ccccc3F)C(=O)[C@@H]2[C@H]2c3ccccc3C=NN12,97,-13,103,99,105,1,-3,99
Cc1ccc(C)c(-n2c(SCC(=O)Nc3nnc(C)s3)nnc2-c2ccoc2C)c1,101,4,101,105,98,0,-4,100
O=C(CSc1nnc(NC(=O)c2cccc(F)c2)s1)NCC1CCCO1 (stereo not drawn),96,-6,95,98,109,1,-7,101
CCc1ccc(C2CC(=O)N(c3cccc(F)c3)C3=C2C(=O)OC3)cc1 (stereo not drawn),106,43,106,95,101,0,-26,104
Fc1cccc(C2CCCCN2Cc2nc(C3CC3)no2)c1 (stereo not drawn),96,-4,97,90,84,4,-7,92
O=C(c1ccco1)N1CCN(Cc2c(Cl)cccc2Cl)CC1,100,-1,103,94,95,3,1,111
COc1ccc(NC(=O)CSc2sc3c(O)cc(=O)[nH]c3c2C#N)c(OC)c1,101,10,101,106,98,7,11,103
COc1ccccc1C(=O)NNC(=O)c1ccncc1,94,6,99,95,96,1,-10,91
CCC(C)[C@H](NS(=O)(=O)c1ccc(C)cc1)C(=O)N1CCC(C(=O)N[C@@H](Cc2ccccc2)C(=O)O)CC1 (stereo partly drawn),100,-8,110,103,95,3,-9,98
CNC(=S)N1CCC(c2nc3ccccc3s2)CC1,85,6,62,75,138,2,-4,77
CC(=O)c1cccc(NC(=O)C(OC(=O)c2cccc(S(=O)(=O)N(C)c3ccccc3)c2)c2ccccc2)c1 (stereo not drawn),102,5,99,101,93,0,0,102
COC(=O)c1ccc(NC(=O)COC(=O)C2CCC2)cc1,96,8,86,94,95,0,3,93
COC(=O)N/N=C/c1ccccc1,108,7,113,123,110,0,-12,108
Cc1nc2c(sc(=S)n2Cc2ccco2)c(=O)n1CC(=O)Nc1ccc(F)cc1,92,-1,99,92,91,9,-13,109
CC1CCCC(C)N1C(=O)CSCc1ccc(Cl)cc1 (stereo not drawn),92,3,93,93,91,3,-4,87
COc1ccc(C(C)=O)cc1CSCC(=O)O,105,6,99,99,97,2,-1,97
CC(NC(=O)c1ccc(F)cc1)c1ccc(F)cc1 (stereo not drawn),95,8,86,99,104,0,-7,98
Cc1[nH]nc(SCC(=O)N2CCC(C)CC2)c1[N+](=O)[O-],113,11,102,113,112,0,-4,112
O=C(Cn1nnc(-c2ccc(N3CCOCC3)cc2)n1)N1CCOCC1,100,-4,102,104,104,2,14,105
CN(C)CCNC(=O)C(=O)Nc1cc2c3c(c1)CCC(=O)N3CCC2,105,-7,115,108,98,0,-2,105
CN(C)S(=O)(=O)c1cccc(C(=O)N=C2N=C3C=CC(Cl)=CN3Cc3ccccc32)c1,98,16,93,96,95,0,1,93
CC(=O)c1nc(N2C(=O)CC(Cc3cc(C)cc(C)c3)C2=O)sc1C (stereo not drawn),103,22,98,104,107,2,-2,109
COCCNC(=O)c1cc(-c2ccccc2)nn1CC1CC(c2cccc([N+](=O)[O-])c2)=NO1 (stereo not drawn),103,38,114,93,121,1,10,94
Cc1ccc(CN2CCSCC2)cc1,101,8,100,101,99,0,14,105
CCOC(=O)c1cc(CC)sc1NC(=O)c1ccc2c(c1)OCCO2,110,-13,97,111,107,3,-13,100
O=C(c1cn(-c2ccccc2)nc1-c1ccncc1)N1CCCCC1,100,9,89,98,103,1,0,95
CN(CC(=O)NCc1ccc(Cl)cc1)S(=O)(=O)c1cccs1,102,12,98,99,97,0,1,105
O=c1c2ccccc2sn1-c1ccc(S(=O)(=O)N2CCCCC2)cc1,97,1,97,100,104,0,11,101
COc1ccc(C(=O)NCC(=O)NCc2cc(=O)n(C)c(=O)n2C)cc1,88,2,90,84,84,5,-5,93
CCCn1c(N)c(N(CCOC)C(=O)c2cc(Cl)nc3ccccc23)c(=O)[nH]c1=O,94,7,102,103,108,3,-2,101
O=C1CCCC2=C1C(c1cccc(O)c1)c1c(ccc3ncccc13)N2 (stereo not drawn),103,-1,102,109,105,1,-2,101
CCOC(=O)C1CCCc2c1[nH]c1c(C(N)=O)cccc21 (stereo not drawn),98,12,94,100,102,2,-4,103
COc1ccc(CCNS(=O)(=O)c2c(C)nc3scc(C)n3c2=O)cc1OC,98,-2,100,100,104,0,-18,108
CCN(CC)CCNC(=O)c1ccc(NC2=NC3CS(=O)(=O)CC3S2)cc1 (stereo not drawn),102,0,99,103,110,1,-2,102
O=C(O)c1ccc(Cn2nnc3sc4c(c3c2=O)CCCC4)cc1,95,5,90,98,118,5,-45,93
CCCCN(CC)Cc1ccc(CNC(=S)Nc2c(C)cc(C)cc2C)o1,98,1,95,99,98,0,0,105
O=C(Nc1ccc2c(c1)OCCO2)C1CCN(S(=O)(=O)c2cccs2)CC1,95,4,92,102,93,7,-33,91
O=C(COC(=O)c1cnccn1)Nc1ncc(Cl)cc1Cl,103,-6,104,112,108,7,-1,101
CCCc1cc(C(=O)NC2CCCC2)no1,105,7,99,102,99,0,1,103
Clc1ccc(C2=NNC(=NCC3CCCO3)SC2)cc1 (stereo not drawn),108,9,107,103,101,3,-3,107
Cc1ccc2c(c1)N(CCC(=O)NCc1cccnc1)C(=O)CO2,98,5,97,100,105,2,3,104
O=C(O)C1C2C=CC(C2)C1C(=O)Nc1ccc(Cl)c(Cl)c1 (stereo not drawn),107,9,102,103,88,2,21,104
Nc1nc(Cn2nnc(-c3ccccc3Cl)n2)nc(N2CCOCC2)n1,97,3,99,96,93,0,9,101
COC(=O)c1ccc(-c2nc(-c3cccs3)no2)cc1,106,-29,101,106,121,0,.,111

# The results go on.
structure,RPL19A TOR yeast,VLA-4 inh,CIT2 TOR yeast,AGP1-GFP MLPCN,LAP4 TOR yeast,GRK2 aptamer HTS,GASC-1 inh,MEP2-GFP yeast
COc1ccc(C(c2nnnn2CC2CCCO2)N2CCN(c3ccccc3)CC2)cc1 (stereo not drawn),.,4,?,31[may fluoresce violet],93[may fluoresce violet],0,1,242*[may fluoresce violet]
CCOC(=O)N1CCN(C(=O)C2CCC(CNS(=O)(=O)c3ccccc3)CC2)CC1 (stereo not drawn),101,5,96,98,99,0,-4,97
Cc1cc(C(=O)OCC(=O)Nc2ccc(S(N)(=O)=O)cc2)c2ccccc2n1,95,13,82,85,85,0,3,83
O=C(c1cc(-c2ccccc2)nn1CC1CC(c2cccnc2)=NO1)N1CCOCC1 (stereo not drawn),103,16,94,89,119,2,0,98
COc1ccc(C2SCCN2C(=O)c2ccc([N+](=O)[O-])cc2)cc1 (stereo not drawn),96,5,91,98,109,0,39,94
Cc1c(C(N)=O)sc2ncn(CC(=O)N3CCC(C)CC3)c(=O)c12,106,1,100,105,103,2,-3,99
Cc1cc(C)nc(NC(=O)c2ccc(C)c(C)c2)n1,103,-6,93,96,102,0,3,112
O=C(CSCc1ccc(Br)cc1)N1CCOCC1,95,1,102,99,100,0,4,101
Cc1cc(C)nc(SCC(=O)N/N=C\c2sccc2C)n1,97,.,104,99,99,0,-5,96
COc1cc(CNCCCCO)ccc1OCc1ccccc1F,97,3,90,94,89,0,6,101
Oc1[nH]c2ccc(Br)cc2c1N=Nc1ccc(C(F)(F)F)cn1,112,-7,100,107,108,2,1,119
CC(=O)c1ccc(N2CCN(C(=O)c3ccc(Cl)c(NC4=NC5CS(=O)(=O)CC5S4)c3)CC2)cc1 (stereo not drawn),99,0,110,104,104,7,0,113
Cc1ccnc(NC(=O)c2cccc3ccccc23)c1,96,-12,93,81,78,7,-1,101
Cc1cc(C(=O)OCC(=O)Nc2c(Cl)cccc2Cl)c(C)o1,104,11,108,99,90,0,-5,105
O=S(=O)(c1ccc(Cl)cc1)c1nc(-c2ccco2)oc1N1CCCCC1,103,0,93,96,89,0,24,83
CCOC(=O)c1cc(-c2ccccc2)n(CC(=O)O)c1C,102,7,111,109,102,0,.,111
CN1CCc2c(sc(/N=C/c3c[nH]c4ccccc34)c2C#N)C1,101,-2,96,112,111,0,2,96
CC(=O)N1c2c(cc(Br)cc2S(=O)(=O)NCc2ccc3c(c2)OCO3)CC1C (stereo not drawn),97,4,106,96,96,2,2,101
CC1CCCCC1NC(=O)COC(=O)COc1ccccc1Cl (stereo not drawn),97,2,96,101,110,0,10,94
O=C(NC(=S)NCCc1ccccc1)c1ccccc1F,92,-15,84,95,103,2,11,92
CCc1ccc2nc(SCC(=O)N3CCCCC3)c(C#N)cc2c1,95,10,99,100,105,4,-5,99
Cc1cccc(C)c1NC(=S)N(CCN(C)C)Cc1cccs1,102,-2,107,104,99,0,8,107
